Assay outcomes: PubChem BioAssay, several laboratories
PTPN22 act = LYP (human) phosphatase activation | Q9Y2R2 | recombinant LYP, DiFMUP fluorescence; 0 = plate median, 100 = signal doubled | activation, % at 2 µM | 0.11% of 96,000 active;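 active = activation at 2 µM above a set limit, the mean plus 5 SD, cut at about 37% in these data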
PLK1 kinase inh = blocks human PLK1 kinase activity; recombinant PLK1 kinase, TR-FRET peptide phosphorylation; 0.53% of 97,000 active; inhibition, % at 10 µM;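 active = inhibition of 50% or more in the single-concentration screen; inactive = inhibition below 50%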;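 also: 0% = DMSO max control and 100% = H-89 dihydrochloride min control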
Target sequence (P53350 whole entry, looked up): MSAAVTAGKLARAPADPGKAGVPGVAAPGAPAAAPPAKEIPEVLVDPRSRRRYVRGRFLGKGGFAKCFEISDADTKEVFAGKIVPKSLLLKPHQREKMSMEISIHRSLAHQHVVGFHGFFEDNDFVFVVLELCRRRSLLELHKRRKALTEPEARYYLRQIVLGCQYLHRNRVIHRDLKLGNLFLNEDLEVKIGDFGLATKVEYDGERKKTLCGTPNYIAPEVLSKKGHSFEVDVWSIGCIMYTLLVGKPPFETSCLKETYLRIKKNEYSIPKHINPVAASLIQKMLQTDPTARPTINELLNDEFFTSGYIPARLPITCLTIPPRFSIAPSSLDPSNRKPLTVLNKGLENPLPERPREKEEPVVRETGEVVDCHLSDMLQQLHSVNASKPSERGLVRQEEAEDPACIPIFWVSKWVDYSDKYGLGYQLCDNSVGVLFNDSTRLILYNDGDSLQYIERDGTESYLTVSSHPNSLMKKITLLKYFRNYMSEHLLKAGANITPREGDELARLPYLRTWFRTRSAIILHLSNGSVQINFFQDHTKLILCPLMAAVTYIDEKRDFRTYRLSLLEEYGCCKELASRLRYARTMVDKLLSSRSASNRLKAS
EphB4 antag = EphB4-ephrin-B2 interaction antagonism | P54760 | inhibition, % at 7 µM | 0.15% of 97,000 active | EphB4 LBD / TNYL-RAW-Alexa532 peptide, fluorescence polarization;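 active = inhibition above the screen-wide mean inhibition plus 3 SD, cut at about 15% in these data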;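 also: 0% = DMSO wells and 100% = excess unlabeled TNYL-RAW peptide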
CYP2C9 activ = activators of human CYP2C9; P11712; recombinant CYP2C9, luciferin-H conversion, luminescence; active compounds read high; factor 1 = untreated enzyme, 0 = blocked; activation factor at 5 µM; 1.4% of 96,000 active; AID 1024;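 active = activation factor of 2 or more for CYP2C9 at a 5 µM dose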;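 also: 0 = sulfaphenazole-blocked wells and 1 = vehicle-only wells; values of inactives mirror those of a sister screen read the other way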
PTPN22 inh 2 = LYP (human) phosphatase inhibition | 0.21% of 96,000 active | recombinant LYP catalytic domain, DiFMUP fluorescence | inhibition, % at 2 µM | Q9Y2R2 | AID 640;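 active = inhibition at 2 µM at or above a set limit, the screen mean plus 3 SD, cut at about 24% in these data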;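 also: 0% = DMSO with enzyme and 100% = enzyme fully blocked by orthovanadate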
Plk1 PBD FP = inhibitors of human Plk1 polo box domain binding. P53350. Plk1 PBD phosphopeptide binding, fluorescence polarization. inhibition, %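 (tested at about 20 µM)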. 0.13% of 97,000 active. AID 693; in the data active = inhibition above about 34%, passing the limit was not always enough
HIV Rev-RRE inh = HIV Rev-RRE protein-RNA interaction inhibition; 0.79% of 97,000 active; Rev peptide-RRE RNA binding, FRET; P05866; inhibition, % at 8 µM;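 active = inhibition above the screen-wide mean plus 3 SD, cut at about 35% in these data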;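 also: 0% = median DMSO wells and 100% = median Neomycin B control wells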
Target sequence (P05866 whole entry, looked up): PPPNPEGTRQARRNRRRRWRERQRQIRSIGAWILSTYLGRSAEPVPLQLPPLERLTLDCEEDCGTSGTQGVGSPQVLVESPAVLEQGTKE
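Test system: labelled RRE RNA duplex and labelled Rev peptide. Times: 5 min compound–RNA preincubation, then 15 min with peptide, 25 °C. Doses: single-dose 8 µM. Measured by: FRET, excitation 480 nm, emission 540 nm donor and 671 nm acceptor. Measure: % inhibition of FRET ratio versus controls.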
Candida biofilm = kills Candida albicans biofilms. AID 834. inhibition, % at 6 µM. C. albicans biofilm + clotrimazole, Alamar Blue. 0.14% of 85,000 active;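 active = inhibition above 20%; inactive = inhibition below 20%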;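 also: preformed 24 hr biofilms exposed to compound for 48 hr; 0% = biofilm without compound and 100% = blank killed by clotrimazole plus chlorhexidine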
CYP2C9 inh = human CYP2C9 inhibition | inhibition, % at 5 µM | 20% of 96,000 active | CYP2C9 Supersomes, luciferin-H conversion, luminescence;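 active = blocking of liver enzyme CYP2C9 beyond about 50% at 5 µM, limit read from the data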; also: values of inactives mirror those of a sister screen read the other way
* hit, by the source's call; · = no result given.

Preview, 2 compounds:
SMILES	PTPN22 act	PLK1 kinase inh	EphB4 antag	CYP2C9 activ	PTPN22 inh 2	Plk1 PBD FP	HIV Rev-RRE inh	Candida biofilm	CYP2C9 inh
CC(C)c1nnc(N2C(=O)c3oc4ccccc4c(=O)c3C2c2ccco2)s1 (stereo not drawn)	-6	-14	-1	·	8	7	2	·	·
COC(=O)[C@@H]1[C@@H](C#N)C2(c3ccccc3-c3ccccc32)N(c2ccc(Cl)cc2)N1C#N	3	-14	-5	·	-6	-14	15	-6	·

Main list (from the top)
SMILES	PTPN22 act	PLK1 kinase inh	EphB4 antag	CYP2C9 activ	PTPN22 inh 2	Plk1 PBD FP	HIV Rev-RRE inh	Candida biofilm	CYP2C9 inh
CC(C)c1nnc(N2C(=O)c3oc4ccccc4c(=O)c3C2c2ccco2)s1 (stereo not drawn)	-6	-14	-1	·	8	7	2	·	·
COC(=O)[C@@H]1[C@@H](C#N)C2(c3ccccc3-c3ccccc32)N(c2ccc(Cl)cc2)N1C#N	3	-14	-5	·	-6	-14	15	-6	·
Nc1c(-c2ccccc2)cnn1-c1cccc([N+](=O)[O-])c1	1	-10	2	0.9	1	22	0	·	9
COc1ccc(-c2n[nH]c(=S)n2Cc2ccco2)cc1	3	-8	2	0.7	0	-6	2	·	33
Cc1ccc(-c2ccc(CCC(=O)O)n2CC2CCCO2)cc1 (stereo not drawn)	10	-11	2	1	-8	-19	7	1	1
O=C1N/C(=C/c2cccn2-c2ccc(F)cc2)C(=O)N1Cc1ccccc1	-20	-15	3	1	20	-28	3	·	0
C[C@H](Nc1ncnc2sc3c(c12)CCC3)C(=O)O	33	-1	-4	0.9	-29	-3	7	6	5
CCn1ncc(/C=N\NC(=O)c2cc(-c3ccc(C)cc3C)nc3ccccc23)c1C	-16	-11	3	0	18	8	3	·	97*
Cc1ccc(-n2nc(C(=O)N3CCN(C)CC3)c3c4ccccc4n(C)c3c2=O)cc1	-6	-6	-2	·	7	20	2	5	·
O=c1ccn(-c2cccc(C(F)(F)F)c2)nc1-c1ccn(-c2ccccc2)n1	-3	-11	-1	0.2	6	-26	4	·	80*
COc1c(C)cccc1C(=O)Nc1cc(-c2nn3c(C)nnc3s2)ccc1C	23	-13	-8	·	-26	6	7	·	·
Cc1ccc(N2C(=O)C3Sc4[nH]c(=O)sc4C(c4ccccc4)C3C2=O)cc1 (stereo not drawn)	-3	20	-1	0.6	6	17	-2	6	43
Cc1nn(C)c(Oc2cccc(Cl)c2)c1C(=O)Nc1ccc(F)cc1F	0	-10	6	1	2	18	7	·	0
C#Cc1ccc(C(=O)Nc2cc(C(N)=O)ccc2N2CCOCC2)cc1	3	-11	5	0.8	-2	-20	-6	3	16
Cc1noc(C)c1CSCC(=O)OCC(=O)Nc1sccc1C#N	12	-10	5	0.3	-14	8	5	4	67*
O=C(NCC1CCCO1)c1ccc(CS(=O)(=O)Cc2ccc(F)cc2)o1 (stereo not drawn)	-1	1	-3	0.7	1	-8	2	·	31
O=C(Nc1c2c(nn1-c1ccc(F)cc1)CSC2)c1ccc(S(=O)(=O)N2CCOCC2)cc1	7	-1	1	0.6	-8	1	-3	7	37
CN(C)CCCCCNCCCNC(=O)/C=N\O	0	0	-3	1	1	19	3	6	-3
Cn1c(=O)c(C#N)c(-c2ccccc2)n2cnnc12	6	2	-6	0.9	-7	11	-1	4	9
Cc1nc(NC2CCCC2)sc1C(=O)N(C)C	-9	-18	1	0.9	11	12	9	6	10
COc1cccc(/C=N/n2c(CO)nc3ccccc32)c1OC	2	-3	0	1.1	-3	-29	0	9	-7
COc1ccc(Cl)cc1NC(=O)CSc1nnc(CN2CCOCC2)n1-c1ccc(Cl)cc1	2	-5	-2	1	-3	17	9	-4	-4
O=C(O)CC(C(=O)O)N1C(=O)/C(=C/c2ccc(-c3nc4ccccc4s3)o2)SC1=S (stereo not drawn)	-3	19	-14	1.1	7	-24	52*	·	-11
CCc1nc2n[nH]c(N)c2c2c1CCCC2	-9	47	1	1.1	10	-8	7	5	-8
CN1CCN(S(=O)(=O)c2cccc(S(=O)(=O)c3cccc(S(=O)(=O)N4CCN(C)CC4)c3)c2)CC1	-5	3	3	0.2	7	-21	5	-1	80*
O=C(NCc1ccc2c(c1)OCO2)C12CN(Cc3ccccc3)CC1C(c1cccc([N+](=O)[O-])c1)=NO2 (stereo not drawn)	0	-21	9	0.7	-3	-25	7	·	28
CNc1nc(Cl)nc(NC(C)(C)C)n1	-2	-12	-3	2.7*	3	27	3	·	-173
COc1ccc(CNc2nc(NCc3ccc(OC)cc3)n(C(=O)c3ccccc3[N+](=O)[O-])n2)cc1	6	-14	4	0.3	-4	-9	11	·	70*
CCOC(=O)C1CN(c2cc3c(cc2F)c(=O)c(C(=O)O)cn3CC)OC1C(=O)OCC (stereo not drawn)	-1	-2	8	1	0	2	7	8	1
Cc1ccc(-c2csc3ncn(/N=C/N(C)C)c(=O)c23)o1	-3	-10	0	0.8	3	-5	4	12	23
COc1ccc(C(=S)N2CCOCC2)cc1OC(=O)c1cc([N+](=O)[O-])c(C)c([N+](=O)[O-])c1	-2	-4	0	0.7	4	-2	1	·	26
Cc1cc([N+](=O)[O-])nn1CC(=O)N1CCc2ccccc2C1	1	3	3	0.8	-5	-24	11	·	22
COc1ccccc1NS(=O)(=O)c1ccc(NC(=O)c2nc3ncccn3n2)cc1	-2	-7	1	1.1	0	0	7	7	-6
Cc1c(Cl)cccc1Nc1nc(N)nc(CSc2ncccn2)n1	5	-2	4	0.3	-6	-31	-3	5	67*
CCOC(=O)c1cnc2scnn2c1=O	-5	-11	8	1.2	3	1	5	11	-16
O=C(c1ccc(Nc2cccc(C(F)(F)F)c2)nc1)N1CCCC1	15	-7	-5	0.3	-15	6	14	6	66*
CN(C)c1nc(N)nc(CSc2ccccn2)n1	6	-2	-7	1.1	-7	9	8	5	-8
CCCCOc1ccc(CNn2c(C)nc3ccccc3c2=O)cc1	-9	-8	5	0.3	9	5	6	5	67*
O=C(Nc1cc(C(F)(F)F)ccc1N1CCOCC1)c1ccc(F)cc1	7	-4	0	0.9	-5	-8	6	14	8
CCCOC(=O)c1ccc(NC(=O)CSC2=Nc3ccccc3C3CC=NN23)cc1 (stereo not drawn)	15	-4	-5	0.2	-17	6	6	·	80*

With a hit mark in HIV Rev-RRE inh (from the list above):
| SMILES | PTPN22 act | PLK1 kinase inh | EphB4 antag | CYP2C9 activ | PTPN22 inh 2 | Plk1 PBD FP | HIV Rev-RRE inh | CYP2C9 inh |
| --- | --- | --- | --- | --- | --- | --- | --- | --- |
| O=C(O)CC(C(=O)O)N1C(=O)/C(=C/c2ccc(-c3nc4ccccc4s3)o2)SC1=S (stereo not drawn) | -3 | 19 | -14 | 1.1 | 7 | -24 | 52* | -11 |

The list goes on:
SMILES	PTPN22 act	PLK1 kinase inh	EphB4 antag	CYP2C9 activ	PTPN22 inh 2	Plk1 PBD FP	HIV Rev-RRE inh	Candida biofilm	CYP2C9 inh
Cc1nn(-c2ccccn2)c2c1C(c1ccncc1)C1=C(CC(C)(C)CC1=O)N2 (stereo not drawn)	8	-8	4	0.2	-8	29	12	·	80*
Cc1ccc(C(=O)NCC2(c3ccccc3)CCCC2)cc1	-12	-4	-1	0.6	14	-11	5	·	45
Cc1ccc(-c2noc(CN(C(=O)C(c3ccccc3)c3ccccc3)C(C)C)n2)cc1	-9	-2	5	0.3	12	-7	6	5	66*
COc1cc(/C=N/N2C(=O)c3ccccc3NC2(C)c2cccc([N+](=O)[O-])c2)cc(Br)c1O (stereo not drawn)	-2	-8	-2	0.1	7	31	1	·	92*
CC1(C)Cc2c(ccc3ccccc23)/C(=C/C(=O)N2CCCCC2)N1	2	-21	0	0.7	0	19	-2	10	27
CCc1c(C)nc2ncnn2c1N1CCCC(C(=O)NCc2ccco2)C1 (stereo not drawn)	9	0	0	0.6	-6	-16	-9	6	44
CN(C)CCCOc1ccc(Cl)cc1Br	-11	-10	-4	1.1	11	7	0	·	-5
COC(=O)c1ccccc1NC(=S)NC(=O)CC(C)C	14	-8	-2	0.6	-8	-17	2	·	39
CN(C)S(=O)(=O)c1ccc(S(=O)(=O)N(Cc2ccco2)Cc2ccccc2Cl)cc1	5	-2	1	0.7	-6	-13	10	2	27
COc1ccccc1NC(=O)CSc1nnc(-c2ccoc2C)n1CCc1ccccc1	-15	-6	-3	0.6	18	14	10	0	44
N#Cc1ccc(Oc2ccc(C(N)=O)cc2)cc1C#N	0	-30	1	0.8	1	7	11	0	21
COc1ccc(CC(NC(C)=O)C(=O)NC2CCN(C(=O)Nc3ccccc3Cl)CC2)cc1OC (stereo not drawn)	-3	-2	0	1	5	6	-1	4	-4
Cc1sc2ncnc(OCC(=O)NCc3cccs3)c2c1C	-3	17	7	·	-3	-4	2	7	·
CCOc1ccc(N(CC(=O)NCc2ccccc2)S(=O)(=O)c2c(C)noc2C)cc1	7	11	1	0.5	-10	0	7	5	46
O=C(Nc1ccccc1-c1nnc(SCc2ccc(Cl)cc2)o1)c1ccccc1	7	-13	1	0.3	-4	-20	7	·	70*
CCOc1ccc(S(=O)(=O)Nc2cc(OC)ccc2OC)cc1	-4	-14	1	0.4	4	-8	2	5	55*
CCCCn1c(-c2ccsc2)nc2c1c(=O)[nH]c(=O)n2CCC	4	-1	-6	0.8	-6	11	8	11	23
Cc1ccc(-c2noc(CN(C(=O)CCN3C(=O)c4ccccc4C3=O)C(C)C)n2)cc1	-9	-12	4	0.7	5	12	7	4	31
CCOC(=O)c1c[nH]c2c(Cl)c(Cl)ccc2c1=O	-3	4	0	0.8	4	11	6	-5	18
COc1ccc(C2C(C(=O)Nc3ccc4c(c3)OCCO4)c3ccccc3C(=O)N2C)cc1 (stereo not drawn)	-1	-5	7	0.8	1	-10	6	-1	23
CCC(=O)Nc1c2c(nc3c1CCC3)CCCC2	-8	-6	6	1.2	7	-11	3	2	-20
CCC(CC)C(=O)NCCc1cc2ccc(C)cc2[nH]c1=O	4	-4	-5	0.8	-5	8	-1	5	16

Rewritten with two lines to a compound: 2 of the compounds above
Value order: PTPN22 act	PLK1 kinase inh	EphB4 antag	CYP2C9 activ	PTPN22 inh 2	Plk1 PBD FP	HIV Rev-RRE inh	Candida biofilm	CYP2C9 inh
- Cc1noc(C)c1CSCC(=O)OCC(=O)Nc1sccc1C#N
 : 12	-10	5	0.3	-14	8	5	4	67*
- O=C(NCC1CCCO1)c1ccc(CS(=O)(=O)Cc2ccc(F)cc2)o1 (stereo not drawn)
 : -1	1	-3	0.7	1	-8	2	·	31

Structures from the list above that have bromine:
SMILES	PTPN22 act	PLK1 kinase inh	EphB4 antag	CYP2C9 activ	PTPN22 inh 2	Plk1 PBD FP	HIV Rev-RRE inh	Candida biofilm	CYP2C9 inh
COc1cc(/C=N/N2C(=O)c3ccccc3NC2(C)c2cccc([N+](=O)[O-])c2)cc(Br)c1O (stereo not drawn)	-2	-8	-2	0.1	7	31	1	·	92*
CN(C)CCCOc1ccc(Cl)cc1Br	-11	-10	-4	1.1	11	7	0	·	-5
